Source: PubChem
RNase H inhibition: RNase H inhibition, HIV 1 Gag Pol polyprotein, FRET biochemical assay, screening (AID 372) | HIV-1 RT RNase H, FRET RNA/DNA substrate fluorescence; higher % means a stronger effect | one-dose inhibition, % at 10 µM; IC50 in µM for titrated hits | 100,000 compounds, 0.77% hits; in the data active means inhibition above about 50%
Active calls of the source: *; & = joins results of further samples.

| mol | RNase H inhibition |
| --- | --- |
| Cc1cccc(C(=O)Nc2cc([N+](=O)[O-])ccc2F)c1 | 5.0% |
| Cc1ccccc1OCC(=O)Nc1ccc(Nc2ccccc2)cc1 | 42.0% |
| Cc1cc(C)n(CC(=O)n2nc(C)cc2C)n1 | 4.0% |
| CC1(C)CC(NCC(=O)NC2CC(C)(C)NC(C)(C)C2)CC(C)(C)N1 | 1.0% |
| C=CCN1C(=O)C(O)=C(C(C)=O)C1c1ccc(Br)cc1 (stereo not given) | 8.0% |
| COc1ccc(C2Nc3ccccc3C(=O)N2Cc2ccco2)cc1COc1cccc(C)c1C (stereo not given) | 15.0% |
| c1ccc(CN2CCN(c3ccccn3)CC2)nc1 | 1.0% |
| Cc1ccc(-n2c(-c3cccc(C)c3)nc3c(cnn3-c3ccccc3)c2=O)cc1 | 26.0% |
| CN(C)c1ccc(/C=C2\SC(N3CCN(C4=NC(=O)/C(=C\c5ccc(N(C)C)cc5)S4)CC3)=NC2=O)cc1 | 3.0% |
| O=C(Nc1ccc(O)cc1)c1cccc(F)c1 | 0.0% |
| CCN(CC)c1ccc(/C=C2/C(=O)N(c3nc(-c4ccc5ccccc5c4)cs3)N=C2C)cc1 | 15.0% |
| CCN(CC)c1ccc(NC(=O)c2ccccc2)cc1 | 18.0% |
| O=C1NC(=O)N(c2ccccc2)C(=O)/C1=C\c1cccc([N+](=O)[O-])c1 | 2.0% |
| Cc1ccc(NCCC(=O)c2ccc(Br)cc2)cc1 | 10.0% |
| CCOC(=O)c1c(-c2ccccc2)oc2ccc(OC(=O)c3cccc([N+](=O)[O-])c3)cc12 | 0.0% |
| O=C(c1sc2ccccc2c1Cl)N1CCc2ccccc2C1 | 9.0% |
| Cc1cc(C)n(-c2ccc3cccc([N+](=O)[O-])c3n2)n1 | 3.0% |
| CCOc1cc(C=O)c(Br)cc1O | 5.0% |
| CC1=C(C(=O)OC(C)C(C)(C)C)C(c2ccc(O)cc2)NC(=O)N1 (stereo not given) | 4.0% |
| Cc1c(C#N)c(N=CN(C)C)c(C(=O)c2ccccc2)n1-c1ccccc1 | 0.0% |
| Clc1ccc(Oc2cccc(CNc3ccc4c(c3)CCC4)c2)cc1 | 13.0% |
| CC1(C)CC(=O)C2=C(C1)OC(N)=C(C#N)C2c1ccc(Br)o1 (stereo not given) | 10.0% |
| COC(=O)CN1C(c2ccccc2)=Nc2ccc(Br)cc2C1c1ccccc1 (stereo not given) | 0.0% |
| COc1ccc(S(=O)(=O)NCCc2ccccc2)cc1OC | 8.0% |
| Cc1ccc(C)c(NC(=O)CN(c2ccc(Br)cc2)S(C)(=O)=O)c1 | 5.0% |

Overlap with the part before: five entries, then new ones.
| mol | RNase H inhibition |
| --- | --- |
| Clc1ccc(Oc2cccc(CNc3ccc4c(c3)CCC4)c2)cc1 | 13.0% |
| CC1(C)CC(=O)C2=C(C1)OC(N)=C(C#N)C2c1ccc(Br)o1 (stereo not given) | 10.0% |
| COC(=O)CN1C(c2ccccc2)=Nc2ccc(Br)cc2C1c1ccccc1 (stereo not given) | 0.0% |
| COc1ccc(S(=O)(=O)NCCc2ccccc2)cc1OC | 8.0% |
| Cc1ccc(C)c(NC(=O)CN(c2ccc(Br)cc2)S(C)(=O)=O)c1 | 5.0% |
| Cc1ccc(CN2CCN(N=Cc3ccc(C)s3)CC2)c(C)c1 | 7.0% |
| CC(=O)C12c3ccccc3C(c3ccccc31)C1C(=O)N(c3cccc(C(F)(F)F)c3)C(=O)C12 (stereo not given) | 0.0% |
| COC(=O)C1=C(C)N(C)C(C)=C(C(=O)OC)C1c1ccc(OC)cc1OC | 1.0% |
| C=CCN1C(=O)NC(=O)/C(=C/c2ccc(OC)c(OCc3ccc(Cl)cc3)c2)C1=O | 9.0% |
| O=C1C(Cl)=C(N2CCCCCC2)C(=O)N1c1ccc(Br)cc1 | 12.0% |
| CCN(CC)CC#CC(C)(C)OC(C)=O | 3.0% |
| Cc1cc(C)cc(N(CC(=O)N2CCN(C)CC2)S(=O)(=O)c2ccccc2)c1 | 0.0% |
| O=C1NC(=S)N/C1=C/c1ccccc1OCc1ccc(Cl)cc1Cl | 6.0% |
| O=C1NC(=S)N(c2ccccc2)C(=O)/C1=C\c1ccoc1 | 25.0% |
| Cc1ccc(OCCCCNC(C)(C)C)c(C)c1 | 2.0% |
| CC(=O)c1c(C)[nH]n(-c2ccccc2)c1=O | 3.0% |
| O=C(Nc1ccc(-c2nc3ccccc3s2)cc1)c1sc2ccccc2c1Cl | 12.0% |
| COC(=O)C1=CN(CC2CCCO2)C=C(C(=O)OC)C1c1ccsc1 (stereo not given) | 3.0% |
| CCOc1ccc(N(CC(=O)Nc2ccccc2Br)S(=O)(=O)c2ccc(Cl)cc2)cc1 | 14.0% |
| O=C1C(=Cc2cccc3ccccc23)C(=O)c2ccccc21 | 18.0% |
| CC(CCc1ccc(C(=O)CCCC(=O)O)s1)CC(=O)O (stereo not given) | 0.0% |
| O=C1CCCC(O)=C1C=Nc1ccc(Br)cc1 | 14.0% |
| CC(C)(C)c1cc(N)c(O)c(C(C)(C)C)c1 | 8.0% |
| O=C(c1cccc(Cl)c1)N1N=C(c2ccc(Cl)cc2)CC1(O)C(F)(F)F (stereo not given) | 14.0% |
| CN1CCN(C(=O)Nc2cccc3ccccc23)CC1 | 12.0% |
| CCCC(=O)NC(NC(=S)Nc1ccccc1Cl)C(Cl)(Cl)Cl (stereo not given) | 0.0% |
| COc1ccccc1C1C(C(=O)OC2CCCCC2)=C(C)NC2=C1C(=O)CCC2 (stereo not given) | 0.0% |
| CC(=O)NC(NC(C)=O)c1ccc(N(C)C)cc1 | 11.0% |
| CCN(CC)CCN1C(=O)C(=O)/C(=C(\O)c2ccc(OC)cc2)C1c1ccc([N+](=O)[O-])cc1 (stereo not given) | 3.0% |
| COC(=O)c1cc(Br)ccc1NC(=O)c1ccccc1Cl | 25.0% |
| CC1CCCCN1CC#CC(O)(c1ccccc1)c1ccccc1 (stereo not given) | 0.0% |
| CCOC(=O)c1sc(NC(=O)COc2cc(Cl)ccc2Cl)c(C(=O)OCC)c1C | 16.0% |
| COc1ccc(CN2CCN(S(=O)(=O)c3ccc(C)cc3)CC2)cc1Br | 14.0% |
| CC1CCN(C(=O)CN2C(=O)c3cccc4cccc(c34)C2=O)CC1 | 7.0% |
| Cc1sc(NC(=O)C2CC(O)CN2C(=O)OC(C)(C)C)nc1-c1ccccc1 (stereo not given) | 8.0% |
| COc1cccc(C=NN2CCN(C3c4ccccc4-c4ccccc43)CC2)c1OC | 5.0% |
| O=C(/C=C/c1cccc([N+](=O)[O-])c1)NC1CC2CCC1C2 (stereo not given) | 12.0% |
| CCOc1ccc(C(=O)Nc2c(C)cc(Br)cc2C)cc1 | 0.0% |
| CCCCN(CCCC)S(=O)(=O)c1ccc(I)cc1 | 0.0% |
| Cc1cc(C)n2nc(-c3ccc(Cl)cc3)cc2n1 | 19.0% |
| N/C(=N\N=C\c1ccc(O)cc1)c1nonc1N | 16.0% |
| Cc1ccc2nc(NC3=NC(CC(=O)O)C(=O)N3)nc(C)c2c1 (stereo not given) | 3.0% |
| Cc1c(-c2ccc(Cl)cc2)nc2ccccc2c1C(=O)O | 0.0% |
| CCOC(=O)C1=C(C)N=c2s/c(=C\c3ccc(N(C)C)o3)c(=O)n2C1c1ccc(F)cc1 (stereo not given) | 17.0% |
| O=C(N/N=C/c1ccc2ccccc2c1)c1ccccc1O | 14.0% |
| O=C(/C=C/c1ccccc1OC(=O)c1cccnc1)c1ccccc1 | 18.0% |
| CN(C)c1ccc(C=Nc2ccccc2C(N)=O)cc1 | 12.0% |
| O=C(O)CCN1C(=O)/C(=C/c2ccc(Cl)c(Cl)c2)SC1=S | 14.0% |
| CC(=O)C1=C(N2CCOCC2)CC(C)(C)CC1=O | 0.0% |
| Cc1c(C(=O)N2CCCC2)cccc1[N+](=O)[O-] | 0.0% |
| CCCOC(=O)C1=C(C)NC2=C(C(=O)CC(c3ccc(OC)cc3)C2)C1c1ccc(Cl)cc1Cl (stereo not given) | 11.0% |
| O=C(NCCCn1ccnc1)c1ccccc1[N+](=O)[O-] | 0.0% |
| O=[N+]([O-])c1ccc(-c2nc(NCc3ccccc3)cc(-c3ccccc3)n2)cc1 | 6.0% |
| CCOC(=O)c1c(-c2ccc(OCC)cc2)csc1N | 10.0% |
| CCOc1ccc(N(CC(=O)Nc2ccccc2CC)S(=O)(=O)c2ccc(SC)cc2)cc1 | 11.0% |

Given with each value named: entries from further up
Cc1c(C(=O)N2CCCC2)cccc1[N+](=O)[O-]
- RNase H inhibition: 0.0%
O=[N+]([O-])c1ccc(-c2nc(NCc3ccccc3)cc(-c3ccccc3)n2)cc1
- RNase H inhibition: 6.0%
O=C(N/N=C/c1ccc2ccccc2c1)c1ccccc1O
- RNase H inhibition: 14.0%
CCCOC(=O)C1=C(C)NC2=C(C(=O)CC(c3ccc(OC)cc3)C2)C1c1ccc(Cl)cc1Cl (stereo not given)
- RNase H inhibition: 11.0%

Other compounds follow.
| mol | RNase H inhibition |
| --- | --- |
| Cc1ccc(N2C(=O)CC(NCCc3ccccc3)C2=O)cc1 (stereo not given) | 8.0% |
| C=CCN1C(=O)/C(=C2/C(=O)N(CC(=O)Nc3ccc(C)cc3)c3ccccc32)SC1=S | 20.0% |
| C/C(=N\NC(=O)c1ccccc1F)c1ccccc1O | 13.0% |
| N/C(Cc1ccc([N+](=O)[O-])cc1)=N\OC(=O)c1cccc(I)c1 | 0.0% |
| CNc1ccc([N+](=O)[O-])cc1N/C=C1\CCc2ccccc2C1=O | 22.0% |
| O=C(COc1ccc([N+](=O)[O-])cc1)Nc1cc(C(F)(F)F)ccc1Cl | 5.0% |
| CCOC(=O)c1cccc(NC(=O)/C=C/c2ccccc2Cl)c1 | 7.0% |
| COc1cc(NC(=O)c2cc(Br)ccc2OC)ccc1NC(=O)c1ccco1 | 0.0% |
| O=[N+]([O-])c1ccc(CSc2ccc(Cl)cc2)cc1 | 6.0% |
| CC1=C(C(=O)OCc2ccc3c(c2)OCO3)C(c2ccccc2OC(C)C)NC(=O)N1 (stereo not given) | 32.0% |
| CCCOC(=O)c1c(NC(=O)c2ccoc2C)sc2c1CCCC2 | 7.0% |
| CC(C)Oc1cccc(C(=O)NC(=S)Nc2cccc(-c3nc4ccccc4s3)c2)c1 | 22.0% |
| COc1cccc(OC)c1C(=O)Nc1cccc(Oc2ccc3c(c2)C(=O)N(c2ccccc2)C3=O)c1 | 0.0% |
| COc1cccc(N2C(=O)C(=O)/C(=C(\O)c3ccccc3)C2c2ccc(Br)cc2)c1 (stereo not given) | 10.0% |
| O=C(Nc1ccc(O)cc1C(=O)O)c1ccc(Cl)c([N+](=O)[O-])c1 | 10.0% |
| CCN1CCN(C(=O)C23CC4CC(C2)CC(c2ccc(C)cc2)(C4)C3)CC1 | 10.0% |
| Clc1ccc(/C=C/C=Nc2ccc(-c3nc4ccccc4o3)cc2)cc1 | 7.0% |
| O=c1cc(-c2ccccc2)c2cc(Cl)c(OCc3ccccc3)cc2o1 | 9.0% |
| O=S(=O)(Nc1ccc(F)cc1)c1ccc2c(c1)Cc1cc(S(=O)(=O)Nc3ccc(F)cc3)ccc1-2 | 18.0% |
| Cc1nc(Nc2nc3ccccc3o2)nc(C)c1C | 3.0% |
| Cc1nnc(N2C(=O)c3ccc(-c4nc5ccccc5c(=O)o4)cc3C2=O)s1 | 21.0% |
| Cc1oc(/N=C/c2ccccc2O)c(C#N)c1C | 11.0% |
| Cc1ccc2cc(C)c(Nc3ccc(Cl)cc3)nc2c1 | 8.0% |
| O=C(COc1ccccc1Cl)Nc1cccc(-c2nc3ncccc3o2)c1 | 10.0% |
| CCOC(=O)c1c(NC(=S)NC(=O)c2ccccc2)sc2c1CC(C)(C)OC2 | 6.0% |
| CC(=O)C1=C(O)C(=O)N(c2nccs2)C1c1ccc([N+](=O)[O-])cc1 (stereo not given) | 19.0% |
| O=C(/C=C/c1ccccc1)Nc1cccc(Br)c1 | 4.0% |
| CCOC(=O)C1=C(C)N=c2s/c(=C/c3ccc(-c4ccc(Cl)c([N+](=O)[O-])c4)o3)c(=O)n2C1c1cccs1 (stereo not given) | 49.0% |
| CC1(C)Oc2ccc3ccc(=O)oc3c2/C(=N\O)C1=O | 2.0% |
| CC1(C)CC(NC(=O)c2ccccc2Br)CC(C)(C)N1 | 3.0% |
| Cc1nnc(Nc2ccc(C(=O)Nc3c(Cl)cccc3Cl)cc2)c2ccccc12 | 8.0% |
| S=C(NCc1ccc2c(c1)OCO2)Nc1ccc(Cl)cc1Cl | 0.0% |
| COc1ccc(NC(=O)c2cccc3c(Br)cccc23)cc1 | 10.0% |
| Cn1c(SCc2ccc(Cl)cc2)nnc1-c1ccc(NC(=O)/C=C/c2ccccc2)cc1 | 19.0% |
| COc1ccc(/C=N/Nc2nc3nonc3nc2Nc2ccc(F)cc2)cc1 | 27.0% |
| O=C(Cc1cccc2ccccc12)NCC1(c2ccccc2)CCOCC1 | 2.0% |
| O=C(Nc1ccc(N2CCOCC2)c(Cl)c1)c1ccc([N+](=O)[O-])cc1Cl | 12.0% |
| O=C(CCN(CCO)Cc1ccccc1)Nc1cccc(Cl)c1 | 6.0% |
| CC1(C)CC(CC#N)(Cc2ccccc2)CCO1 (stereo not given) | 7.0% |
| O=C1NC(=O)N(c2ccccc2F)C(=O)/C1=C/c1cccn1-c1ccccc1 | 40.0% |
| Cc1ccc(C)c(S(=O)(=O)Nc2cc(Br)c(O)c3ccccc23)c1 | 9.0% |
| Cc1cc2nc(-c3cccc(NC(=S)NC(=O)c4ccco4)c3)oc2cc1C | 5.0% |
| N#CCCS(=O)(=O)c1ccc(Cl)c(Cl)c1 | 12.0% |
| O=C(NC(=S)Nc1ccc2c3c(cccc13)CC2)c1cccs1 | 11.0% |
| Cc1cc(C)nc(SC(=Nc2cc([N+](=O)[O-])ccc2C)c2ccc(Br)cc2)n1 | 9.0% |
| Cc1ccc(OCC(=O)Nc2cccc(Cl)c2C)cc1C | 6.0% |
| COc1cc2c(cc1NC(=O)c1ccc(F)cc1)oc1ccccc12 | 6.0% |
| CCC(O)(C#CCN1CCCCC1)CC | 6.0%&0.0% |

These rows are one share of the data, so the mix of outcomes need not match the whole.
